# SIAH1 antagonists = blockers of Siah-1 interaction with plectin peptide – biochemical, fluorescence polarization, rhodamine-plectin, uHTS, primary screen (AID 1817); Siah-1 / rhodamine-plectin peptide fluorescence polarization; higher % means a stronger effect; displacement, % at 20 µM; hits with a dose series show IC50 in µM; 290,000 compounds, 0.02% hits;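 active = displacement of at least 50% at 20 µM, with a fluorescence ratio check between 0.3 and a set limit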;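 also: plate controls were Siah plus tracer with DMSO for no effect and tracer alone without Siah for full effect; strong numbers were not always called active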
# AID2073 = inhibitors of Mint1-CaV2.2 protein interaction, biochemical, HTRF (AID 2073). HTRF protein-protein interaction, Mint1-CaV2.2; higher % means a stronger effect. one-dose inhibition, % at 20 µM; IC50 in µM for titrated hits. 290,000 compounds, 0.19% hits; in the data active = inhibition mostly above about 51%, no sharp cut-off; inconclusive = no clear call, values can overlap the other calls; inactive = mostly below about 53%; also: some results filed as inactive read as strong as hits
# LYP inhibition = PTPN22 lymphoid phosphatase activity blockers – biochemical, fluorescence intensity, uHTS (AID 1779); recombinant LYP phosphatase, fluorescence intensity; higher % means a stronger effect; one-dose inhibition, % at 11.5 µM; IC50 in µM for titrated hits; 290,000 compounds, 0.054% hits; in the data active = inhibition above about 50%;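 also: plate controls were vehicle with enzyme for no effect and no enzyme for full effect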
# Starred values were filed as active, the others as inactive; ? = inconclusive.
entry	SIAH1 antagonists	AID2073	LYP inhibition	structure
1	-4%	8%	-4%	O=C(O)c1ccc(/C=C2/SC(=S)N(Cc3ccccc3)C2=O)cc1
2	-1%	?	-3%	Cc1ccc2cc(CN(CC3CCCO3)C(=O)c3cccs3)c(=O)[nH]c2c1 (configuration not stated)
3	-7%	9%	-5%	COc1cc(Cl)c(C)cc1NC(=O)c1ccc2c(c1)OCO2
4	4%	2%	-6%	CCn1c(/N=C/c2ccc(OC)cc2O)nc2ccccc21
5	0%	5%	-7%	C[C@H](NC(=O)C1CC(=O)N(c2ccc3c(c2)OCCO3)C1)C(=O)NC1CCCC1 (some centres not stated)
6	1%	15%	0%	COc1ccc(CCNc2ncnc3c2nnn3Cc2ccccc2)cc1
7	12%	9%	-10%	CCOC(=O)c1c(NC(=O)c2ccc(S(=O)(=O)N3CCOCC3)cc2)sc2c1CC(C)(C)NC2(C)C
8	0%	0%	-1%	COc1ccc(CN(CC(=O)NC2CCCC2)C(=O)CN2C(=O)COc3ccccc32)cc1
9	4%	-6%	-7%	COc1ccc(S(=O)(=O)N2CCCC(C(=O)NCCc3ccccc3)C2)cc1 (configuration not stated)
10	-7%	6%	-6%	OC(CN1CCN(c2cccc(Cl)c2)CC1)c1ccccc1 (configuration not stated)
11	7%	8%	-10%	CCCCCc1ccc(C2=NNC(=O)CC2)cc1
12	-2%	4%	-8%	Cc1cccc(C)c1N=Nc1c(C)cc(O)cc1C
13	5%	-4%	-9%	COc1ccc(CN(C(=O)c2ccccc2Br)C2CCS(=O)(=O)C2)cc1 (configuration not stated)
14	-2%	6%	-12%	COc1ccc(S(=O)(=O)N(CC(=O)NCC2CCCO2)c2ccc(Cl)cc2)cc1 (configuration not stated)
15	2%	-20%	-3%	Cc1ccc(-n2c(-c3ccc(Cl)cc3Cl)n[nH]c2=S)cc1
16	6%	-3%	-13%	C=CCOC(=O)C1=C(C)NC(=O)NC1c1ccc(O)cc1 (configuration not stated)
17	-1%	7%	-4%	CC(C(=O)NCc1ccccc1)n1cc([N+](=O)[O-])cn1 (configuration not stated)
18	13%	15%	-6%	COc1ccc(C(=O)NC2CCSc3ccccc32)cc1F (configuration not stated)
19	7%	16%	-6%	C[C@@]12C(=O)N(c3cccc(Br)c3)C(=O)N1[C@H](c1ccc(Cl)cc1)[C@@H]1C(=O)N(C3CCCCC3)C(=O)[C@@H]12
20	3%	6%	-12%	Cc1cccc(-c2nnc(SC(C)C(=O)N3CCOCC3)o2)c1 (configuration not stated)
21	-1%	4%	-9%	COc1ccc(C(=O)NC(C)c2ccc(-n3ccnc3)cc2)c(OC)c1OC (configuration not stated)
22	12%	-2%	-13%	Cc1ccc(C(C)(C)NC(=O)C2CCC(=O)N(CCCN3CCOCC3)C2)cc1 (configuration not stated)

# Retrieved by compound from the list above, 3 records:
entry	SIAH1 antagonists	AID2073	LYP inhibition	structure
8	0%	0%	-1%	COc1ccc(CN(CC(=O)NC2CCCC2)C(=O)CN2C(=O)COc3ccccc32)cc1
16	6%	-3%	-13%	C=CCOC(=O)C1=C(C)NC(=O)NC1c1ccc(O)cc1 (configuration not stated)
2	-1%	?	-3%	Cc1ccc2cc(CN(CC3CCCO3)C(=O)c3cccs3)c(=O)[nH]c2c1 (configuration not stated)

# Among those listed so far, 2 contain an NH in an aromatic ring:
entry	SIAH1 antagonists	AID2073	LYP inhibition	structure
2	-1%	?	-3%	Cc1ccc2cc(CN(CC3CCCO3)C(=O)c3cccs3)c(=O)[nH]c2c1 (configuration not stated)
15	2%	-20%	-3%	Cc1ccc(-n2c(-c3ccc(Cl)cc3Cl)n[nH]c2=S)cc1

# A different layout for part of the listing above.
18) COc1ccc(C(=O)NC2CCSc3ccccc32)cc1F (configuration not stated)
  SIAH1 antagonists = 13%	AID2073 = 15%	LYP inhibition = -6%

7) CCOC(=O)c1c(NC(=O)c2ccc(S(=O)(=O)N3CCOCC3)cc2)sc2c1CC(C)(C)NC2(C)C
  SIAH1 antagonists = 12%	AID2073 = 9%	LYP inhibition = -10%

15) Cc1ccc(-n2c(-c3ccc(Cl)cc3Cl)n[nH]c2=S)cc1
  SIAH1 antagonists = 2%	AID2073 = -20%	LYP inhibition = -3%

11) CCCCCc1ccc(C2=NNC(=O)CC2)cc1
  SIAH1 antagonists = 7%	AID2073 = 8%	LYP inhibition = -10%

# Screens as filed in PubChem BioAssay.

# This is a subset; the hit share may differ from the screen's.
